Bioassay records deposited in PubChem BioAssay by National Center for Advancing Translational Sciences (NCATS).
Giardia killer: Giardia lamblia killing. activity change, % at 7.66 µM, hits read low. AID 540267. Giardia lamblia trophozoite viability. hit rate 0.15% among 340,000; in the data active means activity change below about -80%; inconclusive means between about -30% and that limit;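 further: parasites exposed to compound for two days anaerobically before the ATP read; on the % scale 0 is the no-effect control and ±100 the full control effect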
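Giardia trophozoites, 100 cells per well, were exposed to compounds for 48 hrs at 37 deg C under anaerobic conditions; viability was then read as ATP content by bioluminescence after 15-30 min at room temperature.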
TSHR antag: antagonists of human thyroid stimulating hormone receptor | P16473 | TSHR-expressing cells, TSH-stimulated cAMP HTRF, 2 h; active compounds read low | activity change, negative = inhibition, % at 11.5 µM | hit rate 0.2% among 330,000 | AID 504810;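 active means activity change below a set negative limit, meaning inhibition stronger than a set level, cut at about -70% in these data; inconclusive means activity change between two set negative limits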; further: on the % scale 0 is the no-effect control and ±100 the full control effect
Target sequence (P16473 whole entry, looked up): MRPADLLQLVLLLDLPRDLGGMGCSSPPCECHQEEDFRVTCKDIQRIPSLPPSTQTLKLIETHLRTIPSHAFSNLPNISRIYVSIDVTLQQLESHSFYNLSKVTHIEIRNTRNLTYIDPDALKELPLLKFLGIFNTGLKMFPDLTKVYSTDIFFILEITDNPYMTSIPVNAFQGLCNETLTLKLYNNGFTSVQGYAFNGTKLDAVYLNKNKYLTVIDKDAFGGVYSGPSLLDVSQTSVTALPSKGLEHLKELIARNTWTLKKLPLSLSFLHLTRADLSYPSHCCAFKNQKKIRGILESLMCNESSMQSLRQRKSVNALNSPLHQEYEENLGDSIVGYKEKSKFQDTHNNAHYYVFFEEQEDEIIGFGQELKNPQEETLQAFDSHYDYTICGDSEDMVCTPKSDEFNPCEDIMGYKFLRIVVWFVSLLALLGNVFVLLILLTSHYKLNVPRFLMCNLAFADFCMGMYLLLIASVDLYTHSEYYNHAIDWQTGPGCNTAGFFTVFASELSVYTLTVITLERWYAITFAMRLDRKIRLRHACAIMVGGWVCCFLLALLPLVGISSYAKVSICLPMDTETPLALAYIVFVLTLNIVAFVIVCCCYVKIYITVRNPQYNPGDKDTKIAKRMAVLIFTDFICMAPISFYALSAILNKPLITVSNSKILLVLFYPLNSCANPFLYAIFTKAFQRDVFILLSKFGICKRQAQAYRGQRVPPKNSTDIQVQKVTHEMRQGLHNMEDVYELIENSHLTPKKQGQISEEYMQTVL
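TSHR-expressing cells, 200/well, pre-treated with compound, then stimulated with EC80 TSH (4nM final) for 2 hours at 37 deg C. cAMP measured by competitive HTRF: anti-cAMP cryptate antibody in lysis buffer plus cAMP-d2, read after 30 minutes at room temperature.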
KCNH2 WT inh: inhibitors of human wildtype KCNH2 potassium channel | AID 720551 | U2OS, BacMam KCNH2, thallium flux FluxOr; active compounds read low | Q12809 | hit rate 0.37% among 340,000 | activity change, % at 1.84 µM;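 active means maximum activity change below -70%; inconclusive means maximum activity change between -70% and -50%; inactive means maximum activity change above -50%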; further: on the % scale 0 is the no-effect control and ±100 the full control effect
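U2OS cells were transduced with wild-type KCNH2 virus (2.03 x 10^8 / mL) for 4 h at room temperature, then cultured overnight at 37 C. Thallium flux was read with FluxOr dye. Rate constants were normalized to DMSO controls.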
TCR act: T cell receptor activation | Potency, µM (top dose mostly 9.22 µM), without a hit: top-dose activation of IL-2 secretion, actives largely listed as activators | 330,000 tested, under 10 active | primary human leukocytes, anti-CD3, IL-2 HTRF, 48 h; further: % of control where 0% means no effect
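Primary human leukocytes incubated 48 hr with anti-CD3 beads plus compound, without co-stimulation. Secreted IL-2 measured by HTRF (europium cryptate/d2 anti-IL-2 pair, 320 nm excitation, 665 nm emission).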
GALK inh: inhibitors of human galactokinase; AID 1868; Purified GALK, Kinase-Glo residual ATP luminescence; Potency, µM (highest dose often 57.5 µM), without a hit: top-dose activity change, negative = inhibition, usual class: inhibitors; hit rate 0.007% among 270,000; further: potency means the concentration at half of the fitted maximal effect; on the % scale 0 is the no-effect control and ±100 the full control effect
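ATP-depletion format; final 35 uM ATP, 100 uM D-galactose, 5 nM enzyme; pH 8.0 HEPES/Mg2+ buffer; 60 min RT; luminescence read 10 min after detection reagent.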
BCR signal inh: chronic active BCR signaling inhibition; Potency, µM (highest dose often 46.1 µM), for the others: at the top dose ratio change, negative = lower green/red ratio, most hits filed as inhibitors; hit rate 0.05% among 340,000; ABC-DLBCL IkBa-CBG/CBR reporter, luminescence ratio, 4 h; active means well fitted inhibition curve with a large enough effect in the signal ratio, with a control signal flat, not every such curve was filed as active; inconclusive means small, poorly fitted or top-dose-only effect, or effect the other way, or a change in a side signal; the % refers to the signal ratio;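 further: potency means the concentration at half of the fitted maximal effect; plate controls were basal doxycycline-induced cells for no effect and cells given 10 µM MG132 for full effect; MG132 reads +100%, hits lower the ratio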
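Compounds up to 46 uM were incubated four hours with TMD8 cells whose green CBG68 luciferase is fused to IkappaBalpha; red CBR luminescence normalised the signal, and concentration-effect curves were fitted to fusion, red and ratio data.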
Coupling enz: counter-screen for Giardia aldolase inhibitors: coupling enzyme system; coupling enzyme system counterscreen, AmpLite Red fluorescence; hit rate 0.67% among 290,000; activity change, negative = inhibition, % at 58.2 µM, hits read low; AID 2472; in the data active means activity change below about -30%; further: on the % scale 0 is the no-effect control and ±100 the full control effect
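Activity here indicates interference with the coupling reaction, not aldolase inhibition. Compounds at 57.5 uM final met coupling enzymes for 10 min at RT; substrate and AmpLite Red detection followed, with a 525/598 nm fluorescence read after 20 min.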
MLL CXXC-DNA inh: blocks binding of human MLL CXXC domain to DNA; Q03164; MLL-CXXC / FITC-HOXA9 DNA fluorescence polarization; Potency, µM (titrated, usually from 115 µM), inactives show at the top dose activity change, negative = inhibition, actives largely listed as inhibitors; hit rate 0.037% among 290,000; AID 2662; active means well fitted inhibition curve with a large enough effect in the polarisation, with a control signal flat, not every such curve was filed as active; inconclusive means small, poorly fitted or top-dose-only effect, or effect the other way, or a change in a side signal; inactive means no such curve, though single readings can be large or run the other way; the % refers to the polarisation; further: potency means the concentration at half of the fitted maximal effect
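Purified MLL-CXXC (added from a 7 uM solution) was preincubated 5 min at ambient with pinned compounds in 50 mM Tris-HCl pH 7.5, 50 mM NaCl, 1 mM DTT, 0.05% BSA. Fluorescein-labeled HOX-A9 DNA (50 nM solution) followed, 30 min, then polarization read.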
Tb PFK inh: blocks T. brucei phosphofructokinase; T. brucei PFK, ADP-Glo luminescence; Potency, µM (highest dose often 57.5 µM), inactives show at the highest dose activity, negative = inhibition, usual class: inhibitors; hit rate 0.17% among 330,000; AID 485367;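 further: potency means the concentration at half of the fitted maximal effect; 0% = uninhibited 1x PFK enzyme wells and -100% = no-enzyme wells; nearly all actives have a fitted effect of over 60% in size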
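In TEA buffer at pH 8.0 with 5 mM MgCl2, enzyme (1.25 nM) converted F6P (0.5 mM) and ATP (0.1 mM) for 45 min at room temperature. ADP product was read by luciferase luminescence.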
AT treatment: potential ataxia-telangiectasia treatment | […] A-T fibroblasts, KAP-1 phosphorylation AlphaLISA; neocarzinostatin DNA damage 30 min before lysis | Potency, µM (series often up to 57.5 µM), for inactives: at the highest dose activation, hits mostly activators | hit rate 0.19% among 320,000 | AID 485349; further: potency means the concentration at half of the fitted maximal effect; % of control where 0% means no effect; nearly all actives have a fitted effect of over 45% in size
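ATM-like activity read as KAP-1 phosphorylation via AlphaLISA donor/acceptor antibody pairs after lysis and 6 hr at 25C. Cells were ATM-null patient fibroblasts ([…], hTERT), dosed 60 min, then exposed to the DSB inducer NCS for 30 min.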
An asterisk follows results filed as active; ? = inconclusive; . = not tested or not shown; [ ] = another dose, or the depositor's remark. Unless noted, the call rests on the fitted dose curve; in most records, active means well fitted curve in the direction sought with a large enough effect; inconclusive means small, poorly fitted or top-dose-only effect, or another doubt; inactive means no such curve, though single readings can be large; an effect the other way counts as inactive or inconclusive.

Each structure is followed by: MLL CXXC-DNA inh | GALK inh | BCR signal inh | TSHR antag | AT treatment | Coupling enz | Tb PFK inh | KCNH2 WT inh | TCR act | Giardia killer
(1) CC(=O)c1ccc(N2CCN(CC(=O)N(C3CC3)C3CCS(=O)(=O)C3)CC2)c(F)c1 (stereo not drawn)
 : . | . | 8% | -12 | -1% | . | 8% | 3 | -1% | -22
(2) CCc1ccc(C)[n+](CC(=O)c2cccs2)c1
 : 8% | 1% | -1% | -7 | -1% | 1 | 3% | 3 | -15% | 6
(3) CCC(=O)N/N=C(\C)CC(=O)Nc1ccc2c(c1)OCCO2
 : -1% | -4% | -2% | -7 | 1% | -8 | 3% | -7 | 1% | 3
(4) CC(C)CCN1C(=O)c2ccc(C(=O)Nc3ccccn3)cc2C1=O
 : 2% | -6% | 1% | 21 | 6% | . | 1% | -8 | 0% | -9
(5) S=c1nc(-c2ccccc2)[nH]c2ccccc12
 : 2% | 0% | ? | -5 | -14% | 0 | 1% | -11 | -2% | 0
(6) CCn1ccnc1[C@@H]1C[C@H]2CN(Cc3ccccc3OC)C(=O)[C@]23CCCN13
 : 3% | 3% | -4% | 0 | 1% | 0 | -3% | -27 | -2% | -3
(7) Nc1c(Cl)cc(C2=NCCn3c2c2ccccc2[n+]3[O-])cc1Cl
 : . | . | -26% | 2 | 13% | . | 2% | -2 | -7% | ?
(8) NC(=S)Nc1ccc(F)cc1F
 : 25% | -2% | 1% | 18 | -4% | 2 | 12% | 4 | -1% | -1
(9) CC1CC(C)CN(CCCNC(=O)c2cc3c(s2)-c2ccccc2OC3)C1 (stereo not drawn)
 : 6% | 1% | ? | 5 | 4% | . | -1% | 15 | -9% | 4
(10) CC(=O)c1cn(C)c(=O)c2ccccc12
 : -3% | 0% | -29% | 23 | -1% | 0 | -6% | -4 | 6% | 3
(11) CC1CCCC(C)N1C(=O)COC(=O)c1ccc(S(=O)(=O)N(C)c2ccccc2)cc1 (stereo not drawn)
 : . | . | -4% | -23 | 4% | . | 2% | -9 | 0% | -2
(12) CC1CCCC(NC(=O)CCC(=O)NCc2ccccc2)C1C (stereo not drawn)
 : -3% | 0% | -6% | 4 | -2% | 3 | 6% | -6 | . | -24
(13) CCS(=O)(=O)n1nc(-c2ccc(Cl)cc2)nc1SCc1ccccc1
 : -2% | -5% | 10% | -13 | . | -1 | -3% | 20 | -5%[46.1 µM] | 4
(14) Cc1cc(C)cc(Oc2nn[nH]n2)c1
 : 14% | -9% | 9% | 51 | 2% | 11 | 1% | 3 | -1% | -4
(15) COc1ccccc1C(=O)Nc1ccc(N2CCN(C(C)=O)CC2)cc1
 : 7% | 0% | -13% | -5 | -1% | 2 | 1% | -4 | . | -16

The listing continues:
Each structure is followed by: MLL CXXC-DNA inh | GALK inh | BCR signal inh | TSHR antag | AT treatment | Coupling enz | Tb PFK inh | KCNH2 WT inh | TCR act | Giardia killer
(16) CCCN1C2CCCC1CC(NC(=O)c1ccccc1OCC)C2 (stereo not drawn)
 : -4% | -1% | 0% | 0 | 7% | 0 | 1% | 6 | 2% | -2
(17) CN(C)C(CNC(=O)c1cccc(S(=O)(=O)Nc2ccccc2Cl)c1)c1ccco1 (stereo not drawn)
 : . | . | -2% | 4 | 7% | . | 0% | 3 | -6% | -14
(18) COc1ccccc1N(CC(=O)N/N=C/c1ccc(OCC(=O)NCc2ccco2)cc1)S(=O)(=O)c1ccc(C)cc1
 : 17% | 0% | 16% | -1 | 4% | 9 | 3% | -2 | 5% | 0
(19) O=C(Nc1ccc(N2C(=O)C3C4C=CC(C4)C3C2=O)cc1)Nc1nnc(C(F)(F)F)s1 (stereo not drawn)
 : -16% | -1% | ? | -8 | -4% | 8 | -6% | 5 | 4% | -1
(20) CCOC(=O)COc1cccc2c(=O)n(CC(=O)NCCc3ccc(OC)c(OC)c3)ccc12
 : 15% | . | 1% | -6 | 10% | 3 | 1% | . | . | .
(21) CCn1nc(-c2ccccc2)c2nc3ccccc3nc21
 : ? | 0% | 4% | -11 | ? | 2 | 4% | -6 | -2% | 7
(22) CCN(c1ccc(NC(=O)COC(=O)c2ccc([N+](=O)[O-])o2)cc1)C(C)C
 : . | . | 4% | -7 | 13% | . | 0% | 13 | 11% | -7
(23) COc1ccc(/C(C)=N/OC/C(O)=C(\C#N)c2nc3ccccc3[nH]2)cc1
 : 2% | 0% | ? | -5 | -1% | 1 | 11% | 8 | 4%[46.1 µM] | -4
(24) Cc1ccc(C)c(-c2cc(C(=O)Nc3sc(C)c(C)c3C(N)=O)c3ccccc3n2)c1
 : 7% | 5% | 13% | -17 | -4% | -7 | -2% | -23 | 0% | 4
(25) Cc1ccc(C(CC(=O)NCc2ccco2)c2ccccc2)c(O)c1 (stereo not drawn)
 : -2% | 1% | ? | 8 | 0% | 2 | -2% | -18 | 2% | -4
(26) CC1CCCN(c2nc3ccsc3c(=O)s2)C1 (stereo not drawn)
 : -2% | -1% | ? | -4 | 2% | 5 | -10% | 13 | -6% | -21
(27) CC(C)C(NC(=O)c1c(F)cccc1F)C(=O)NCc1ccncc1 (stereo not drawn)
 : . | . | 9% | -1 | -2% | . | -4% | -9 | -3% | 4
(28) Cc1ccc(NC(=S)/C(=C(\[O-])c2ccc(Cl)s2)[n+]2cccc(CO)c2)cc1C
 : 1% | 6% | ? | 18 | 2% | -11 | 2% | 5 | 0% | -19
(29) COc1ccc(-n2c(SCc3ccc([N+](=O)[O-])cc3)nnc2-c2ccc(C)cc2)cc1
 : ? | . | -5% | 67 | . | -1 | 1% | -2 | 3%[46.1 µM] | 0
(30) Cc1cc2cc(CNC(=O)COc3ccccc3)ccc2n1C
 : -11% | 1% | ? | -3 | 31% | -1 | 6% | -5 | -7% | -9

Following part.
Each structure is followed by: MLL CXXC-DNA inh | GALK inh | BCR signal inh | TSHR antag | AT treatment | Coupling enz | Tb PFK inh | KCNH2 WT inh | TCR act | Giardia killer
(31) CCOC(=O)C/C(N)=N/NC(=O)c1ccc(Cl)cc1Cl
 : -4% | 0% | -10% | 1 | -3% | 1 | 7% | 8 | 4% | 2
(32) Cc1ccc(N/N=C(/Sc2nnnn2-c2ccccc2)C(=O)c2ccccc2)cc1
 : -9% | 0% | 6% | 3 | 1% | 7 | -2% | -15 | 19%[46.1 µM] | 4
(33) O=C(CSc1nc(NS(=O)(=O)c2ccccc2)cc(=O)[nH]1)Nc1ccc(F)cc1
 : 6% | 1% | -1% | -4 | 11% | 5 | ? | 8 | 2% | 3
(34) CCC(C)Sc1nc2c(c(=O)[nH]c(=O)n2C)n1CCc1ccccc1 (stereo not drawn)
 : 1% | -1% | 3% | -1 | -5% | 0 | -1% | -21 | 7%[46.1 µM] | 6
(35) CCC(C(=O)OCC(=O)Nc1ccc(C(=O)Nc2ccc(OC)cc2)cc1)c1ccccc1 (stereo not drawn)
 : 1% | . | 1% | -9 | -2% | 1 | 1% | 0 | -12%[46.1 µM] | 2
(36) Cc1nc(NC(=O)/C=C/c2ccc(F)cc2)sc1C(=O)N(C)C
 : 5% | 1% | ? | -9 | 6% | 0 | 1% | -1 | 3%[46.1 µM] | -11
(37) O=C(NCC1CCCO1)C1CCN(S(=O)(=O)c2cccc3cccnc23)CC1 (stereo not drawn)
 : 7% | 0% | -1% | 9 | ? | 4 | 1% | -3 | -1% | 8
(38) COCCNC(=S)N(CCc1c(C)[nH]c2ccc(F)cc12)Cc1cccnc1
 : 1% | 2% | 5% | 4 | 26% | -5 | -3% | . | -1% | -2
(39) CN(Cc1ccccc1)S(=O)(=O)c1cccc2cccnc12
 : -1% | 2% | 5% | -3 | . | -31* | 4% | -76* | 4% | 15
(40) O=C1CCC(=O)N1CCCCCc1nc(-c2ccccc2)no1
 : 14% | 2% | ? | -1 | 6% | -1 | 4% | -3 | -8% | 5
(41) CCOC(=O)c1sc(NC(=O)/C=C/c2cnn(C)c2C)c(C(=O)OCC)c1C
 : 2% | -1% | -7% | -1 | 3% | 1 | 9% | . | . | .
(42) O=C(NCC(c1ccc(F)cc1)N1CCOCC1)c1ccc(Br)o1 (stereo not drawn)
 : 5% | 1% | 0% | -10 | 7% | 2 | -6% | 13 | -1% | 10
(43) COc1cc2ccccc2cc1C(=O)OCC(=O)N(C)c1c(N)n(Cc2ccccc2)c(=O)[nH]c1=O
 : . | . | -14% | -5 | -2% | . | -4% | 1 | -9% | 4
